Screening data from PubChem.
TDP1 block = TDP1 (human) enzyme inhibition; AID 485290; recombinant TDP1, AlphaScreen DNA substrate cleavage; Potency, µM (titrated, usually from 130 µM), for inactives: at the highest dose activity change, negative = inhibition, usual class: inhibitors; hit rate 0.28% among 350,000; Q9NUW8; also: nearly all actives have a fitted effect of over 40% in size
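Here, a 5' biotin and 3' phosphotyrosine-FITC DNA oligonucleotide reports Tdp1 activity: intact substrate bridges AlphaScreen beads, while cleavage leaves a 3' phosphate and drops signal. All incubations at room temperature.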
TDP1 cell noCPT = qHTS for Inhibitors of human tyrosyl-DNA phosphodiesterase 1 (TDP1): qHTS in cells in absence of CPT; Potency, µM (series often up to 46.2 µM), for the others: at the highest dose activity change, negative = growth inhibition, usual class: inhibitors; DT40 Tdp1-/- hTDP1 cells, no CPT, ATP luminescence, 48 h; hit rate 15% among 420,000; also: nearly all actives have a fitted effect of over 55% in size
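Growth of hTDP1-complemented DT40 Tdp1-knockout cells is measured by ATP luminescence after at least 48 hr compound exposure at 37 °C, with DMSO substituting for the 20 nM CPT used in the parallel screen.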
KAT2A inh = blocks human GCN5L2 histone acetyltransferase | GCN5L2 HAT assay, ThioGlo1 CoA-SH fluorescence | Q92830 | hit rate 0.21% among 390,000 | Potency, µM (doses to about 58.9 µM), without a hit: top-dose activity change, negative = inhibition, usual class: inhibitors | AID 504327
Target sequence (Q92830 whole entry, looked up): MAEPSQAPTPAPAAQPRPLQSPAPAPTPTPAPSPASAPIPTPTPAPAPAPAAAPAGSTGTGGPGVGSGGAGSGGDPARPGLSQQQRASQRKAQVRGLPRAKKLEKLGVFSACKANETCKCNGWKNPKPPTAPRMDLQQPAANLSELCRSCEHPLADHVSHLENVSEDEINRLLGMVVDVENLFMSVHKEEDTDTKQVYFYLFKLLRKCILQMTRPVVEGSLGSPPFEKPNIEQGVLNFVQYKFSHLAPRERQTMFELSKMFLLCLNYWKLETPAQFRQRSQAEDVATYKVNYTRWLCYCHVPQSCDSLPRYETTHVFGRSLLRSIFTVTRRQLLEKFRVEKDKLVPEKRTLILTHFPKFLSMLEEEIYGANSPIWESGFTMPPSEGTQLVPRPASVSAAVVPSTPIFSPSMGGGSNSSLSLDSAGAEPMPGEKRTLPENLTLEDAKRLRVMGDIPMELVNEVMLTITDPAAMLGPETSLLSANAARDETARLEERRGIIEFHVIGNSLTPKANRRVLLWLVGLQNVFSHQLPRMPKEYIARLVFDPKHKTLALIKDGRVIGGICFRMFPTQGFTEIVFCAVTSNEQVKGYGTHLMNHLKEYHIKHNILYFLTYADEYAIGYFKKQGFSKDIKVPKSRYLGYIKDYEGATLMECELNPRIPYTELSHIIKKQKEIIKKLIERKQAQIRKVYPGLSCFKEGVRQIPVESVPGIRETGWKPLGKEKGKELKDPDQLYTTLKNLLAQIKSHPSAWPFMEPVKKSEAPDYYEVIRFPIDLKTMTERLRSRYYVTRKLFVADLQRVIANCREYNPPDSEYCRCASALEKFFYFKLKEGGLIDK
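Free CoA generated was detected with ThioGlo1 (50uM) fluorescence at Ex340nm/Em540nm, read immediately and after 20 min at room temperature. Enzyme, 20 nM in HEPES pH 7.5 buffer, saw compounds 15 min before adding 75uM H3(1-25) peptide and 70uM acetyl-CoA.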
Active calls of the source: *; ? = inconclusive; nt = not tested or not shown; & = joins results of further samples; [ ] = remark or other dose. Calls follow the shape of the dose curve; as a rule, active = well fitted curve in the direction sought with a large enough effect; inconclusive = small, poorly fitted or top-dose-only effect, or another doubt; inactive = no such curve, though single readings can be large; an effect the other way counts as inactive or inconclusive. % is scaled to controls: 0 for no effect and ±100 for the full control effect; potency is read from the fitted curve at half-maximal effect. Only part of the results is shown; count on the stated rates, not on these rows.

Sample of the layout, 2 compounds:
SMILES | TDP1 block | TDP1 cell noCPT | KAT2A inh
O=c1[nH]c(=S)[nH]c(O)c1N=Nc1cccc(S(=O)(=O)N2CCOCC2)c1 | -1% | -15% | -9%
CNNC | 1%[56.1 µM] | -1% | -23%

The whole of this part, from the start:
SMILES | TDP1 block | TDP1 cell noCPT | KAT2A inh
O=c1[nH]c(=S)[nH]c(O)c1N=Nc1cccc(S(=O)(=O)N2CCOCC2)c1 | -1% | -15% | -9%
CNNC | 1%[56.1 µM] | -1% | -23%
CCC(C(=O)N1C[C@H]2C[C@@H](C1)c1cccc(=O)n1C2)c1ccccc1 (stereo not given in full) | nt | -1% | -8%
CN1CCC(OC(=O)C2c3ccccc3Oc3ccccc32)CC1 | 5% | -11% | 0%
CCOc1ccc(C2CC(c3c(O)n(C)c(=O)n(C)c3=O)=NN2)cc1 (stereo not given) | 11% | ? | -5%
Cc1cccc(NC(=O)CSc2ccc(-c3ccco3)nn2)c1 | 2% | 29µM* | -2%
Cc1ccccc1N1C(=O)CC(=O)NC1=O | 0% | 4% | -2%
CC(=O)Nc1cc(C(=O)N2CCC3(CC2)OCCO3)ccc1S(=O)(=O)c1ccc(Cl)cc1 | 2% | -1% | -7%
CCCCn1c(O)c(C(=O)/C=C/c2ccc3c(c2)OCO3)c(=O)[nH]c1=O | nt | ? | -21%
COC(=O)C1C(OC(=O)c2ccccc2)CC2CCC1N2C (stereo not given) | 2%&-4%&3% | -4%&-4% | -5%&9%&-6%
Cc1ccc(N2C(=O)NC(=O)/C(=C/c3ccoc3)C2=O)cc1 | 3.2µM* | ? | -19%
BrCC1C[n+]2c(SCc3ccccc3)nc3sc4c(c3c2O1)CCCC4 (stereo not given) | 0% | ? | -9%
Cc1ccc2c(c1)CC1(CN2C)C(=O)NC(=O)N(c2cc(C)ccc2C)C1=O (stereo not given) | 4% | -16% | -1%
Cn1c2ccccc2c2c(C(=O)N3CCC4(CC3)OCCO4)cn(C3CCCCC3)c(=O)c21 | 2% | ? | -9%[0.501 µM]
O=P(c1ccccc1)(c1ccccc1)N(c1ccccc1)c1ccccc1 | -1% | 4.6µM* | 2%
CCC(=NCC1CCCO1)c1c(O)n(-c2ccccc2C)c(=O)[nH]c1=O (stereo not given) | 4% | -21% | 4%
CNC(C)C1CC[C@H](N)[C@@H](OC2C(N)C[C@H](N)[C@@H](OC3OC[C@](C)(O)C(NC)[C@H]3O)C2O)O1 (stereo not given in full) | 7% | -7% | 22%
CCCN1CCC[C@@H]2Cc3[nH]ncc3C[C@H]21 | 11% | -5%&-9%&-6% | -2%
CN1C(=O)c2ccccc2NC(=O)[C@]12O[C@@H]2c1ccccc1 | 1% | -20% | -3%
Cc1nn(CCC#N)c2c1P(=S)(N1CCCC1)OC(c1ccc(F)cc1)=N2 (stereo not given) | -8% | ? | -16%
CP(=O)(Nc1ccccc1)C(Cl)(Cl)Cl (stereo not given) | 5% | 0% | -1%
O=C(Nc1ccc2c(c1)OCCO2)c1cccn(Cc2cccc([N+](=O)[O-])c2)c1=O | 10% | 13µM* | -6%
C=C1C/C(=C/C)C(=O)O[C@@H]2CCN3CC=C(COC(=O)[C@]1(C)O)[C@@H]23 | 3%&-1% | -18% | nt
Cc1oc(-c2ccccc2Cl)nc1CN1C(=O)CN=C(c2ccccc2)c2cc(Cl)ccc21 | 0% | ? | -8%
C(#CCN1CCCCC1)COCc1ccccc1 | -2% | -9% | -17%
CN1CCN(C(=O)O[C@@H]2c3nccnc3C(=O)N2c2ccc(Cl)cn2)CC1 | 14%[56.1 µM] | -15% | nt
Cc1cccc(OP(=O)(Nc2cccnc2)Oc2cccc(C)c2)c1 | 1% | ? | 26%
N#Cc1cc2c(nc1SCC(=O)Nc1cccc(C(F)(F)F)c1)C1CCN2CC1 | 5% | nt | -11%
O=C1NC(c2cccnc2)Nc2sc3c(c21)CCCC3 (stereo not given) | 0% | ? | -2%
O=C(N/N=C/c1c(O)n(Cc2ccc(F)cc2)c(=O)[nH]c1=O)c1ccccc1 | 7% | -4% | ?
CN1CCC(OC(=O)Cc2ccccc2)CC1 | -5% | 2% | 1%
O=C1NC(=O)N(c2ccccc2)C(=O)/C1=C/c1ccoc1 | -10% | -21% | 1%
CC(=NCc1ccco1)c1c(O)n(Cc2ccccc2)c(=O)[nH]c1=O | 3% | -5% | -3%
C/C(=N\N1CCN(C)CC1)c1c(O)[nH]c(=O)[nH]c1=O | 6% | 10% | 0%
O=P(/C(=N/O)N1CCOCC1)(N1CCOCC1)N1CCOCC1 | 3% | -29% | 0%
CC[C@]12C=CCN3CC[C@@]4(c5ccc(OC)cc5N(C)[C@H]4[C@@](O)(C(=O)OC)[C@@H]1OC(C)=O)C32 (stereo not given in full) | 11% | nt | -18%
CCOCCCN=Cc1c(O)n(Cc2ccccc2)c(=O)[nH]c1=O | 0% | -25% | 1%
Cc1cc(OC(=O)N(C)C)nn1C(=O)N(C)C | 6% | nt | -24%
O=C(Cc1cc(=O)[nH][nH]1)N/N=C/c1cccc2ccccc12 | 8% | 3% | -3%
C=C(c1ccccc1)P(=O)(O)O | 0% | -10% | 1%
Cc1ccc(C(O)P(=O)(Oc2ccccc2)Oc2ccccc2)cc1 (stereo not given) | -2% | -9% | -2%
O=C(CN1CCN(Cc2cccc(Cl)c2)C1=O)N1CCC2(CC1)OCCO2 | 0% | -3% | -1%
Cc1cc(C(=O)N2CCC3(CC2)OCCO3)no1 | 1% | 22% | -4%
Cc1cc(OCC(=O)NC(Cc2ccc(Cl)cc2)C(=O)O)c2c3c(c(=O)oc2c1)CCC3 (stereo not given) | nt | -1% | ?
C=CCOC(=O)C1=C(C)OC(N)=C(C(=O)OCC)C12C(=O)N(CC(N)=O)c1ccccc12 (stereo not given) | 4% | -2% | 9%
COc1cccc(C(=O)C2CCCN(Cc3ccc(F)cc3)C2)c1 (stereo not given) | nt | -27% | -3%
CCOC(=O)c1c(C)n(COCCO)c2ccc(O)cc12 | 1% | -10% | -3%
N=Cc1c(O)n(-c2ccccc2)c(=O)n(-c2ccccc2)c1=O | 4% | -10% | -1%

Random excerpt: 3 records from the list.
SMILES | TDP1 block | TDP1 cell noCPT | KAT2A inh
CCOCCCN=Cc1c(O)n(Cc2ccccc2)c(=O)[nH]c1=O | 0% | -25% | 1%
CCOC(=O)c1c(C)n(COCCO)c2ccc(O)cc12 | 1% | -10% | -3%
C=CCOC(=O)C1=C(C)OC(N)=C(C(=O)OCC)C12C(=O)N(CC(N)=O)c1ccccc12 (stereo not given) | 4% | -2% | 9%

Further entries
SMILES | TDP1 block | TDP1 cell noCPT | KAT2A inh
CCOc1c(Cl)cc(CNC(C)C(O)c2ccccc2)cc1OC (stereo not given) | -1% | -12% | -9%
Cc1ccsc1C(=O)C1CCCN(CCO)C1 (stereo not given) | 3% | -7% | -7%
Cc1ccc(NC(=O)C2C3CCCC2C3c2ccccc2)c(C)c1 (stereo not given) | -1% | 23µM* | -3%
Cc1ccccc1-c1nc2ccccc2c(=O)n1C | nt | -8% | -1%
COc1ccc(-n2c(O)c(/C(C)=N/Nc3ccccc3)c(=O)[nH]c2=O)cc1 | 8% | -10% | ?
Cn1ccnc1P(=S)(c1nccn1C)c1nccn1C | 5% | 2% | -5%
CCCOC(=O)C1C2c3ccccc3C(c3ccccc32)C1C(=O)O (stereo not given) | -3% | -13% | 4%
CCOc1cc2c(cc1OCC)-n1cccc1C(c1ccc(C(C)C)cc1)NC2 (stereo not given) | nt | 7.3µM* | -7%
CN1CC[C@@]2(CCCN(C(=O)Oc3ccccc3)C2)C1 | nt | 1% | 9%
O=S(=O)(c1ccc(Cl)cc1Cl)N1CCCC1c1cccnc1 (stereo not given) | 0% | -28% | -9%
Cc1ccc(C(C)C)c(OCC(=O)N2CCN(CCc3ccncc3)CC2)c1 | 5% | ? | -4%
O=C(CN1CCN(C(=O)COc2cccc(F)c2)CC1)Nc1ccc(Cl)c(C(F)(F)F)c1 | 2% | 5.2µM* | -3%
CCN1C(=O)/C(=C/c2ccc3c(c2)CCN3CCCCl)C(=O)NC1=S | 6% | 23µM* | ?
CN(C)C(CNC(=O)Cc1c(Cl)cccc1Cl)c1ccccc1 (stereo not given) | 3% | 13% | -8%
C=CCn1c(O)c(C(CC)=NCCCO)c(=O)[nH]c1=O | 3% | 8.2µM* | 0%
CN1C(=O)N(C)C(=O)C2(Cc3c(nc4ccccn4c3=O)N3CCC(Cc4ccccc4)CC32)C1=O (stereo not given) | 3% | nt | -2%
COC(=O)C1=C(c2ccc(Cl)c(C(F)(F)F)c2)C[C@@H]2CC[C@H]1N2C(=O)NC(C)C | 0% | 21µM* | -7%
Cc1cccc(-n2c(/C=C/c3c(C)[nH]c4ccccc34)nc3ccccc3c2=O)c1 | -2%[12.3 µM] | ? | -4%
O=C(CN1CCCCC1)c1ccc2c(c1)OCO2 | nt | -1% | 1%
CC(C)N1C(=O)CCC1C(=O)N1CCC2(CC1)OCCO2 (stereo not given) | -1% | 1% | -3%
CCN(CC)c1ccc(CN2CC=C(c3ccc(F)cc3)CC2)cc1 | 10% | 18µM* | -10%
CCOc1cccc(C2NCc3ccccc3-n3cccc32)c1O (stereo not given) | 8% | ? | -7%
CC1=NN(c2ccccc2)C(=O)C1/C=C1/C(=O)NC(=O)N(c2cc(C)cc(C)c2)C1=O (stereo not given) | 7% | -26% | -5%
CC1N=C(c2ccccc2)c2cc(Br)ccc2NC1=O (stereo not given) | nt | 18µM* | -14%

Among those listed so far, these contain a CF3 group:
SMILES | TDP1 block | TDP1 cell noCPT | KAT2A inh
N#Cc1cc2c(nc1SCC(=O)Nc1cccc(C(F)(F)F)c1)C1CCN2CC1 | 5% | nt | -11%
O=C(CN1CCN(C(=O)COc2cccc(F)c2)CC1)Nc1ccc(Cl)c(C(F)(F)F)c1 | 2% | 5.2µM* | -3%
COC(=O)C1=C(c2ccc(Cl)c(C(F)(F)F)c2)C[C@@H]2CC[C@H]1N2C(=O)NC(C)C | 0% | 21µM* | -7%

More entries follow:
SMILES | TDP1 block | TDP1 cell noCPT | KAT2A inh
Nc1ncc(P(=S)(N2CCOCC2)N2CCOCC2)s1 | 1% | -11% | -5%
Cn1cc(C(=O)N2CCCCC2)c2ccccc21 | 5% | 9% | -7%
O=[N+]([O-])c1ccc([As](=O)(O)O)cc1 | nt | -6% | -1%
O=C1NCN(c2ccccc2)C12CCN(CCCOc1ccc(F)cc1)CC2 | 10%&7%&6% | 23µM* | 2%&-1%&-9%
Cn1c(O)c(C=NCCN2CCNCC2)c(=O)n(C)c1=O | -2% | -2% | 1%
COc1cc(CC(=O)OCC2=C[C@H]3[C@@H]4C(C)(C)[C@]4(OC(C)=O)[C@H](OC(=O)Cc4ccccc4)[C@@H](C)[C@]3(O)[C@@H]3C=C(C)C(=O)[C@@]3(O)C2)ccc1O | 10% | nt | -15%
NC1C[C@H]1c1ccccc1 (stereo not given in full) | -11%[56.1 µM] | -5% | 10%
CCN(CC)P(=O)(Oc1ccccc1)Oc1ccccc1 | nt | ? | -5%
C=C1C/C(=C\C)C(=O)O[C@@H]2CCN3CC=C(COC(=O)[C@@]1(C)O)[C@H]23 | 5%[56.1 µM] | nt | 7%[21.4 µM]
CCc1ccc(CN2CCN(Cc3cc(Br)ccc3O)CC2)cc1 | 0% | ? | -10%
O=C(CCC(=O)N1CCC2(CC1)OCCO2)Nc1nnc(C2CCCCC2)s1 | 0% | -5% | -7%

Single records, as listed above. Order of screens: TDP1 block	TDP1 cell noCPT	KAT2A inh
`O=C1NCN(c2ccccc2)C12CCN(CCCOc1ccc(F)cc1)CC2` reads 10%&7%&6%	23µM*	2%&-1%&-9%
`C=C1C/C(=C\C)C(=O)O[C@@H]2CCN3CC=C(COC(=O)[C@@]1(C)O)[C@H]23` reads 5%[56.1 µM]	nt	7%[21.4 µM]
`CCN(CC)P(=O)(Oc1ccccc1)Oc1ccccc1` reads nt	?	-5%
`Nc1ncc(P(=S)(N2CCOCC2)N2CCOCC2)s1` reads 1%	-11%	-5%
